Source: PubChem BioAssay (several laboratories)
STAT1 blocker: STAT1 signaling inhibition. hit rate 0.35% among 200,000. AID 920. NIH 3T3 STAT1-luciferase reporter, IFN-gamma, luminescence. inhibition, % at 5.5 µM;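 active means inhibition above a set limit, the mean inhibition across all tested compounds plus 3 SD, cut at about 34% in these data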;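 further: 0% = IFN-gamma with DMSO and 100% = IFN-gamma with 300 µM nifuroxazide; values of inactives mirror those of a sister screen read the other way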
ROMK mod: human ROMK K+ channel modulation, primary screen | Tet-inducible ROMK, thallium flux fluorescence; actives lie on both sides | B-score at 10 µM | hit rate 2% among 130,000;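 active means signal ratio slope over the read window, or its plate-corrected B-score, at least 3 SD from the plate mean, either direction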;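 further: B-score of the F/F0 ratio slope over 7 to 12 s after thallium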
Target sequence (P48048 whole entry, looked up): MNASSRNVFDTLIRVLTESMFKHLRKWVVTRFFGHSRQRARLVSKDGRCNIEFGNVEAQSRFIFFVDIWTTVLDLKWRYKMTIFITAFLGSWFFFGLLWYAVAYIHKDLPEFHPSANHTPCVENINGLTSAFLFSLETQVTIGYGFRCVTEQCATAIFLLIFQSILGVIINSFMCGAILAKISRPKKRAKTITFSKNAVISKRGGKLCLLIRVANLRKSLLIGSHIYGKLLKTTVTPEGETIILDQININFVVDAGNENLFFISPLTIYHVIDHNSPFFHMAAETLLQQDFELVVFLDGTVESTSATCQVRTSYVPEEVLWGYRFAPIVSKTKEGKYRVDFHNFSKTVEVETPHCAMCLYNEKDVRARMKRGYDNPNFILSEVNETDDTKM
NF-kB neuron act: raises NF-kB expression in human neuronal cells | NF-kB reporter expression; stronger effect = higher value | fold change at 12.5 µM | hit rate 1.6% among 190,000; in the data active means fold change above about 3.3
APP 5'UTR act: activates APP 5'UTR luciferase reporter; hit rate 1% among 190,000; SH-SY5Y APP 5'UTR luciferase reporter, luminescence; zero percent = DMSO vehicle wells; activation, % at 2 µM;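 active means activation above a set limit, based on mean plus 3 SD of controls, cut at about 140% in these data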; further: values of inactives mirror those of a sister screen read the other way
APP transl inh: APP translation inhibition; SH-SY5Y APP 5'UTR-luciferase reporter, luminescence; inhibition, % at 2 µM; hit rate 0.82% among 190,000;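 active means inhibition above a set limit, derived from the sample mean plus 3 SD, cut at about 45% in these data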; further: values of inactives mirror those of a sister screen read the other way
FLuc inhib CS: inhibits firefly luciferase, flagging false hits in luciferase inhibition screens. P08659. ATPLite firefly luciferase biochemical luminescence, 10 min. inhibition, % at 10 µM. hit rate 1.5% among 200,000. AID 1006;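 active means inhibition above about 50% when tested at 10 µM, limit read from the data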
Target sequence (P08659 whole entry, looked up): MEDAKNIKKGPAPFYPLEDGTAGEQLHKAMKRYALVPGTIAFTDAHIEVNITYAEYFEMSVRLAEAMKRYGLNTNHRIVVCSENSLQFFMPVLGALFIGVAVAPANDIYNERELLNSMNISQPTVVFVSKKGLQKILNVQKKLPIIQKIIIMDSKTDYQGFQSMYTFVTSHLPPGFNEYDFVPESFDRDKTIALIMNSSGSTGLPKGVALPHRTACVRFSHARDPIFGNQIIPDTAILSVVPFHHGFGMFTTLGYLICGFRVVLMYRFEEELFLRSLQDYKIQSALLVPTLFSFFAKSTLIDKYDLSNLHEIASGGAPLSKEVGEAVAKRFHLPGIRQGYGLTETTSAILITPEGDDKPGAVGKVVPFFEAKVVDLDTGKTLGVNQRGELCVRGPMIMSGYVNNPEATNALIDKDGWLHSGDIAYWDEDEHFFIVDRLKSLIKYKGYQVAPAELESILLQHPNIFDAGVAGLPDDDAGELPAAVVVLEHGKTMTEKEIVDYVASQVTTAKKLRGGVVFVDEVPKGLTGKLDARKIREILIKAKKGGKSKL
FLuc stim CS: affects firefly luciferase, flagging false hits in luciferase stimulation screens | P08659 | ATPlite luciferase biochemical, luminescence, 10 min; 0 = ATP-free wells, 1 = DMSO control | activation factor at 10 µM | 200,000 tested, under 10 active;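 active means luciferase activation factor, scaled between plate controls, of at least 2 with compound at 10 µM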
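test system = cell-free luciferase reagent | medium = PBS as buffer for the ATP substrate | dosing = test compounds dosed from 2 mM stocks in 100% DMSO | incubation = 10 min at ambient temperature | detection = luminescence measurement of luciferase light output | benchmarks = low control with PBS replacing ATP, high control enzyme plus ATP without compound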
STAT3 act: STAT3 signaling activation; hit rate 0.91% among 190,000; activation (% of control), % at 5.6 µM; U3A cells, IL-6 STAT3-luciferase reporter, luminescence; 100% = signal with IL-6 EC80 alone;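 active means activation above the screen-wide mean of compound activation plus 3 SD, cut at about 130% in these data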;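 further: 0% = background luminescence of wells with medium and substrate only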
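Material: human U3A cells carrying STAT3-luciferase construct. Measured by: reporter luminescence signal. Timing: compound 1 h, then IL-6 6 h at 37 °C.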
STAT3 inh: inhibitors of IL-6 induced STAT3 signaling; U3A cells, IL-6 STAT3-luciferase reporter, luminescence; host cell line lacks STAT1; inhibition, % at 5.5 µM; hit rate 0.89% among 190,000;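 active means inhibition above the mean inhibition across all screened compounds plus 3 SD, cut at about 44% in these data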;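 further: 0% = DMSO only wells and 100% = 100 µM nifuroxazide control wells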
STAT1 activator: STAT1 signaling activation. AID 932. activation (% of control), % at 5.5 µM. NIH 3T3 STAT1-luciferase reporter, IFN-gamma, luminescence; 100% = IFN-gamma alone, no compound. hit rate 2.6% among 200,000;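 active means activation above the screen-wide mean activation plus 3 SD, cut at about 130% in these data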;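 further: raw ratio to IFN-gamma control signal so 100% means no change and 0% no light; values of inactives mirror those of a sister screen read the other way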
An asterisk follows results filed as active; · = no result given.

1) CC(C)(C)c1nn(-c2ccccc2)c2nc(Cl)c(C=O)cc12
2) CC(=O)C1=C(C)NC(SCSc2ccccc2)=C(C#N)C1c1cccnc1 (stereo unspecified)
3) Cc1ccc(S(=O)(=O)N2CCN(C(=O)CN3CCc4ccccc4C3)CC2)cc1
4) O=C(CNCC1CCCCC1)Nc1cccc(S(=O)(=O)N2CCOCC2)c1
5) Cc1nn(CC#N)c(=O)n1N(C)c1ncc(C(F)(F)F)cc1Cl
6) Fc1ccc(N2CCN(C(=S)NCc3ccco3)CC2)cc1
7) CCCCc1c(O)nc(SCCN(C)C)n(-c2ccccc2)c1=O
8) Cc1onc(C(=O)N2C(C)CCCC2C)c1[N+](=O)[O-] (stereo unspecified)

| assay / entry | 1 | 2 | 3 | 4 | 5 | 6 | 7 | 8 |
| --- | --- | --- | --- | --- | --- | --- | --- | --- |
| STAT1 blocker | 2 | 1 | 4 | -1 | 2 | -3 | -1 | -4 |
| ROMK mod | -0.28 | · | -1.2 | -0.89 | 0.047 | -0.66 | -0.31 | 1.2 |
| NF-kB neuron act | 1.3 | 0.66 | 1 | 1.2 | 1.1 | 0.71 | 0.98 | 1.2 |
| APP 5'UTR act | 9 | -18 | -1 | -3 | -12 | -3 | -14 | 1 |
| APP transl inh | -9 | 18 | 1 | 3 | 12 | 3 | 14 | -1 |
| FLuc inhib CS | -5 | -3 | 5 | -9 | -3 | -2 | -1 | -1 |
| FLuc stim CS | 1.1 | 1 | 0.9 | 1.1 | 1 | 1 | 1 | 1 |
| STAT3 act | 111 | 97 | 105 | 93 | 105 | 94 | 105 | 103 |
| STAT3 inh | -5 | 8 | -1 | 14 | 7 | 9 | -2 | -6 |
| STAT1 activator | 98 | 99 | 96 | 99 | 97 | 102 | 101 | 104 |

9) CCN(CC)S(=O)(=O)c1cccc2c(N(C)C)cccc12
10) c1ccc(CCc2nc3ccccc3[nH]2)cc1
11) CCOC(=O)C1(Cc2ccc(Cl)cc2)CCN(C(=O)C2=NNC(=O)CC2)CC1
12) Cc1nn(C)cc1CN(C)Cc1c(C(=O)N(C)Cc2ccccc2)nc2ccccn12
13) COc1ccc(OC)c(NC(=O)C(=O)NNC(=O)c2cccs2)c1
14) Cc1ccc(C(=O)O)cc1NC(=S)NC(=O)c1ccc([N+](=O)[O-])c(C)c1
15) CCS(=O)(=O)N1CCN(C2CCC(C)CC2)CC1 (stereo unspecified)
16) C/C(=N\NC(=O)c1ccc(O)cc1)c1cc2ccccc2o1

| assay / entry | 9 | 10 | 11 | 12 | 13 | 14 | 15 | 16 |
| --- | --- | --- | --- | --- | --- | --- | --- | --- |
| STAT1 blocker | 8 | -23 | 2 | -2 | 4 | 0 | -1 | -33 |
| ROMK mod | -0.61 | 0.16 | · | 0.3 | · | 0.29 | · | 0.32 |
| NF-kB neuron act | 1 | 1.9 | 1.1 | 1.2 | 0.93 | 1.2 | 1.1 | 1.7 |
| APP 5'UTR act | 1 | 58 | -10 | -12 | 4 | 5 | 4 | 46 |
| APP transl inh | -1 | -58 | 10 | 12 | -4 | -5 | -4 | -46 |
| FLuc inhib CS | 0 | 24 | -4 | -6 | -1 | 6 | -6 | 14 |
| FLuc stim CS | 1 | 0.8 | 1 | 1.1 | 1 | 0.9 | 1.1 | 0.9 |
| STAT3 act | 102 | 98 | 97 | 103 | 103 | 94 | 104 | 87 |
| STAT3 inh | 0 | 4 | 5 | 0 | -9 | 12 | 4 | 18 |
| STAT1 activator | 93 | 119 | 96 | 101 | 96 | 97 | 101 | 128 |

11 entries out of the list, sorted by molecular weight, rising:
10) c1ccc(CCc2nc3ccccc3[nH]2)cc1
8) Cc1onc(C(=O)N2C(C)CCCC2C)c1[N+](=O)[O-] (stereo unspecified)
16) C/C(=N\NC(=O)c1ccc(O)cc1)c1cc2ccccc2o1
9) CCN(CC)S(=O)(=O)c1cccc2c(N(C)C)cccc12
6) Fc1ccc(N2CCN(C(=S)NCc3ccco3)CC2)cc1
7) CCCCc1c(O)nc(SCCN(C)C)n(-c2ccccc2)c1=O
13) COc1ccc(OC)c(NC(=O)C(=O)NNC(=O)c2cccs2)c1
4) O=C(CNCC1CCCCC1)Nc1cccc(S(=O)(=O)N2CCOCC2)c1
11) CCOC(=O)C1(Cc2ccc(Cl)cc2)CCN(C(=O)C2=NNC(=O)CC2)CC1
3) Cc1ccc(S(=O)(=O)N2CCN(C(=O)CN3CCc4ccccc4C3)CC2)cc1

| assay / entry | 10 | 8 | 16 | 9 | 6 | 7 | 13 | 4 | 11 | 3 |
| --- | --- | --- | --- | --- | --- | --- | --- | --- | --- | --- |
| STAT1 blocker | -23 | -4 | -33 | 8 | -3 | -1 | 4 | -1 | 2 | 4 |
| ROMK mod | 0.16 | 1.2 | 0.32 | -0.61 | -0.66 | -0.31 | · | -0.89 | · | -1.2 |
| NF-kB neuron act | 1.9 | 1.2 | 1.7 | 1 | 0.71 | 0.98 | 0.93 | 1.2 | 1.1 | 1 |
| APP 5'UTR act | 58 | 1 | 46 | 1 | -3 | -14 | 4 | -3 | -10 | -1 |
| APP transl inh | -58 | -1 | -46 | -1 | 3 | 14 | -4 | 3 | 10 | 1 |
| FLuc inhib CS | 24 | -1 | 14 | 0 | -2 | -1 | -1 | -9 | -4 | 5 |
| FLuc stim CS | 0.8 | 1 | 0.9 | 1 | 1 | 1 | 1 | 1.1 | 1 | 0.9 |
| STAT3 act | 98 | 103 | 87 | 102 | 94 | 105 | 103 | 93 | 97 | 105 |
| STAT3 inh | 4 | -6 | 18 | 0 | 9 | -2 | -9 | 14 | 5 | -1 |
| STAT1 activator | 119 | 104 | 128 | 93 | 102 | 101 | 96 | 99 | 96 | 96 |

12) Cc1nn(C)cc1CN(C)Cc1c(C(=O)N(C)Cc2ccccc2)nc2ccccn12

| assay / entry | 12 |
| --- | --- |
| STAT1 blocker | -2 |
| ROMK mod | 0.3 |
| NF-kB neuron act | 1.2 |
| APP 5'UTR act | -12 |
| APP transl inh | 12 |
| FLuc inhib CS | -6 |
| FLuc stim CS | 1.1 |
| STAT3 act | 103 |
| STAT3 inh | 0 |
| STAT1 activator | 101 |

(list continues)
17) Cc1ccc(CN2C(=O)CCC2C(=O)NCc2ccc(F)cc2)cc1 (stereo unspecified)
18) N#CCCN(C(=O)CSc1ccc2c(c1)OCCO2)c1ccccc1
19) O=C(NC1CCCC1)C(c1ccc(F)cc1)N(Cc1ccccc1Cl)C(=O)CCl (stereo unspecified)
20) CC1CCC2(CC1)NC(=O)N(CC(=O)N1CCc3ccccc3C1)C2=O (stereo unspecified)
21) COc1ccc([N+](=O)[O-])cc1NC(=O)Nc1ccccc1
22) Cc1ccc(C(=O)/C=C\Nc2ccc(C)c(C)c2)cc1
23) COc1ccc(OC)c(C(=O)CSc2nc3ccccc3n2CC(=O)NC(C)(C)C)c1
24) COc1ccc(-c2nnc(N)s2)cc1

| assay / entry | 17 | 18 | 19 | 20 | 21 | 22 | 23 | 24 |
| --- | --- | --- | --- | --- | --- | --- | --- | --- |
| STAT1 blocker | 3 | 7 | 4 | 2 | 10 | -39 | -6 | -15 |
| ROMK mod | 0.68 | · | 0.34 | 1.2 | -0.67 | -0.65 | 0.85 | · |
| NF-kB neuron act | 0.96 | 0.87 | 1 | 0.89 | 1.3 | 2.4 | 1 | 1.8 |
| APP 5'UTR act | -9 | 19 | -4 | 36 | -20 | 170* | 6 | 9 |
| APP transl inh | 10 | -19 | 4 | -36 | 20 | -170 | -6 | -9 |
| FLuc inhib CS | -3 | -9 | -5 | -6 | -3 | 29 | -4 | 26 |
| FLuc stim CS | 1 | 1.1 | 1.1 | 1.1 | 1 | 0.7 | 1 | 0.7 |
| STAT3 act | 95 | 100 | 104 | 92 | 87 | 96 | 97 | 102 |
| STAT3 inh | 9 | 5 | -8 | 12 | 17 | 6 | 1 | 3 |
| STAT1 activator | 97 | 95 | 97 | 97 | 91 | 136* | 105 | 113 |

25) O=C1Nc2cc(C(=O)N3CCc4ccccc4C3)ccc2S/C1=C\c1ccccc1
26) O=C(OCC(=O)N1CCN(S(=O)(=O)c2ccc(Cl)cc2)CC1)c1ccc([N+](=O)[O-])o1
27) Fc1cccc(Cc2noc(CN3CCCN(C4Cc5ccccc5C4)CC3)n2)c1
28) COc1cc2c(cc1OC)C1(Nc3c-2c(Cc2ccccc2)nn3-c2ccccc2)C(=O)Nc2ccccc21 (stereo unspecified)

| assay / entry | 25 | 26 | 27 | 28 |
| --- | --- | --- | --- | --- |
| STAT1 blocker | 3 | 5 | -5 | -6 |
| ROMK mod | 0.48 | -0.0053 | · | 0.97 |
| NF-kB neuron act | 0.98 | 0.99 | 1.2 | 1.2 |
| APP 5'UTR act | -7 | -9 | -5 | 13 |
| APP transl inh | 7 | 9 | 5 | -12 |
| FLuc inhib CS | -3 | -8 | -2 | -1 |
| FLuc stim CS | 1 | 1.1 | 1 | 1 |
| STAT3 act | 93 | 100 | 107 | 110 |
| STAT3 inh | 7 | 4 | -5 | -11 |
| STAT1 activator | 97 | 95 | 104 | 106 |
